# High-throughput results (PubChem)
# ABHD5 PLIN5 PPI – ABHD5-PLIN5 protein interaction inhibition; Q00G26+Q8WTS1; Split G. princeps luciferase complementation, luminescence, 4 h; inhibition, % at 4 µM; 360,000 compounds, 0.78% hits; AID 602281;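 active means inhibition above the mean inhibition across every tested compound plus 3 SD, cut at about 22% in these data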;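 further: 0% = DMSO only wells and the 100% control is not disclosed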
# aDG glyco act – increases alpha dystroglycan glycosylation | 360,000 compounds, 0.22% hits | AID 624168 | Pro5-aDG cells, alpha-DG glycosylation AlphaScreen (IIH6); 0% Pro5, 100% B10-LARGE cell signal | activation, % at 10 µM;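 active means activation of at least 8% versus controls, or a plate z-score of at least 8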;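 further: Pro5 are CHO cells carrying HIG-tagged alpha-DG that lacks glycosylation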
# ABCB6 inh 2 – inhibitors of human ABC transporter ABCB6 | K562-ABCB6 porphyrin accumulation, flow cytometry, 1 h; active compounds read low | fluorescence ratio to DMSO, % at 10 µM | 360,000 compounds, 0.19% hits | AID 602162;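 active means fluorescence ratio to DMSO below 75%, the collection mean minus 3 SD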;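 further: signal is porphyrin accumulated inside mitochondria; 100% equals median channel fluorescence of DMSO control wells; lower ratio means ABCB6 inhibition with less porphyrin fluorescence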
# Target sequence (Q9NP58 whole entry, looked up): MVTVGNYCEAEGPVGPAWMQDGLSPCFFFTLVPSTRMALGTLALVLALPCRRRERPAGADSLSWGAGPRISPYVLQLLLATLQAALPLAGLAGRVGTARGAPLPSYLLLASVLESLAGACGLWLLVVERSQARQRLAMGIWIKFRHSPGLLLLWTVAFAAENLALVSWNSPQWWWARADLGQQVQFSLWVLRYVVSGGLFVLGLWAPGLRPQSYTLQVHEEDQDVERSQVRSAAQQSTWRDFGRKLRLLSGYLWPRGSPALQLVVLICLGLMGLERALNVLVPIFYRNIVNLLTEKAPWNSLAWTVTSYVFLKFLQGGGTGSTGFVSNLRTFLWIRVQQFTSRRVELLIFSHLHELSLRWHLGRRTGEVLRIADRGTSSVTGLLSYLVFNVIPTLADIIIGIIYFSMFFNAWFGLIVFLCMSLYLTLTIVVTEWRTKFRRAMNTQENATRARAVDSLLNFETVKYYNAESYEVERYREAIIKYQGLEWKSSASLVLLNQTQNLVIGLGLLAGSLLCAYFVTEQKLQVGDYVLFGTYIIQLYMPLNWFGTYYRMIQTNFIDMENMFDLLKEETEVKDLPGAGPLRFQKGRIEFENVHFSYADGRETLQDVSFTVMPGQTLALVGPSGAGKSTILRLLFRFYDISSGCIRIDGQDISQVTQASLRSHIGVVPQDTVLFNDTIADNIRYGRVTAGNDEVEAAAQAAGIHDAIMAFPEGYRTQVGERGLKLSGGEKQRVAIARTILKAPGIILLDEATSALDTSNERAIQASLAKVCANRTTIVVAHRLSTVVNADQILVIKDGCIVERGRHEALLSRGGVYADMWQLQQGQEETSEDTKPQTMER
# MC4R antagonist – human MC4R antagonism in cAMP assay; 360,000 compounds, 0.48% hits; inhibition, % at 6.5 µM; AID 540295; MC4R-expressing cells, MTII-stimulated cAMP, LANCE TR-FRET;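 active means inhibition above its plate's cutoff, the mean of tested wells on that plate plus 3 SD, cut at about 29% in these data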;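 further: 0% = Melanotan II alone and 100% = Melanotan II plus saturating MCL0020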
#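 material = U2OS cells stably expressing human melanocortin 4 receptor (MC4R) | also added = Melanotan II challenge | dosing = single nominal compound dose of 6.5 µM | detection = TR-FRET with Eu-cAMP and labeled anti-cAMP, 671 nm | replication = singlicate | timing = compound 30 min, challenge 1 h, detection 1 h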
# TLR9-MyD88 inh – blocks human TLR9 binding to MyD88; Q9NR96+Q99836; CHO BLA complementation TLR9-MyD88, CCF4 FRET ratio; inhibition, % at 4.98 µM; 340,000 compounds, 0.21% hits;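 active means inhibition above the mean over all tested compounds plus 3 SD, cut at about 21% in these data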;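 further: 0% = DMSO only wells and 100% = clavulanate BLA inhibitor control wells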
# Vif imaging – inhibitors of HIV Vif; 340,000 compounds, 0.35% hits; HEK293T cells, Vif self-association by quenched fluorescence, imaging, 24 h; inhibition, % at 7.49 µM; in the data active means inhibition above about 50%, passing the limit was not always enough; further: some results filed as inactive read as strong as hits
# Granule exo inh – blocks lytic granule exocytosis; TALL-104 LAMP-1 surface exposure, flow cytometry; cells stimulated with thapsigargin and PMA; inhibition, % at 10 µM; 360,000 compounds, 0.66% hits;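 active means inhibition above about 55%, limit read from the data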
# Glyco luc inh – N-linked glycosylation inhibition; 360,000 compounds, 0.23% hits; D54 ERlucT glycosylation luciferase reporter, 24 h; percent of 100 nM tunicamycin response; reporter increase, % at 12.5 µM; AID 588692;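 active means mean luciferase reporter signal, scaled so untreated is 0 and the glycosylation-blocking control 100, at or above a set limit in every replicate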;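 further: luciferase carries N-glycosylation sites so blocking glycosylation raises the light; 0% = median of neutral control wells and 100% = median of 100 nM tunicamycin wells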
# MC4R ag barr – agonists of human melanocortin 4 receptor (MC4R) beta-arrestin | 360,000 compounds, 0.98% hits | AID 540308 | activation, % at 8.9 µM | U2OS MC4R beta-arrestin complementation, luminescence; percent of melanotan II response, DMSO zero;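 active means activation above a per-plate cutoff, the mean activation of sample wells on that plate plus 3 SD, cut at about 8% in these data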
# NOD2-RIPK2 inh – NOD2-RIPK2 protein interaction inhibition; CHO BLA complementation NOD2-RIPK2, CCF4 ratio; 360,000 compounds, 0.38% hits; inhibition, % at 4.98 µM; in the data active means inhibition above about 21%;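 further: 0% = vehicle only and 100% = reference blocker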
# An asterisk follows results filed as active; / = not tested or not shown. Only part of the results is shown, so the mix of outcomes need not match the whole.
SMILES,ABHD5 PLIN5 PPI,aDG glyco act,ABCB6 inh 2,MC4R antagonist,TLR9-MyD88 inh,Vif imaging,Granule exo inh,Glyco luc inh,MC4R ag barr,NOD2-RIPK2 inh
COc1ccc(-n2c(SC3CCOC3=O)nc3ccccc3c2=O)cc1OC (stereo unspecified),-2,-0.2,100,7,-5,-2,-2,4,1.3,-5
CCSc1nnc(NC(=O)CN2C(=O)N(C)C3(CCCCC3)C2=O)s1,-3,-0.1,99,-8,-2,-3,-7,3,-1.6,-5
Cc1ccc(C(c2sc3nc(C)nn3c2O)N2CCN(c3ccccc3)CC2)cc1 (stereo unspecified),2,-0.1,133,-4,4,8,2,3,0.3,-8
O=C(Nc1ccccc1)c1ccc(NC2CCCCC2)c(S(=O)(=O)N2CCOCC2)c1,2,0.6,89,12,-14,-5,-2,8,0.0,1
COc1ccc(N2C(=O)CC(NCc3cccc(F)c3)C2=O)cc1 (stereo unspecified),1,-0.3,109,3,4,6,-1,-2,-0.4,-5
CC(=O)c1c(OC(=O)c2ccccc2Br)ccc2c(C)cc(=O)oc12,1,0.1,102,-1,1,-12,-3,1,-1.6,8
CN1CCC(=C(c2ccccc2)c2ccc(Br)cc2)CC1,9,0.4,102,6,6,-1,54,-4,1.3,3
COc1ccc(S(=O)(=O)N(C)CC(=O)Nc2ccc3c(c2)OCCO3)cc1,-7,0.5,102,0,1,3,5,0,-4.6,-4
Clc1nc2c(ccc3ccccc32)[nH]1,2,0.0,92,1,/,-11,1,0,-0.2,-13
COc1ccccc1OCC(=O)NCC(C)NC(=O)COc1ccccc1OC (stereo unspecified),5,-0.2,95,11,2,-5,7,-1,-5.0,-2
Cc1ccnc2nc(C(=O)Nc3ccc(N4CCOCC4)cc3)nn12,2,-0.1,94,0,3,2,0,-1,0.0,-6
COc1ccc2c(c1)CCC(C)N2C(=O)C(=O)c1c[nH]c2ccccc12 (stereo unspecified),0,0.0,96,0,8,2,-1,6,-0.8,2
C=CCN(C)NC(=O)Nc1ccccc1,-2,-0.2,101,0,-7,13,0,4,-0.8,-1
COc1nc(N(C)C)nc(N(C#N)CCOC(C)=O)n1,-5,0.1,96,2,3,-2,-7,-2,-1.3,1
Cc1nnc(SCc2ccc(Cl)cc2)n1CC1CCCO1 (stereo unspecified),0,0.1,97,5,0,/,-2,1,1.1,-1
O=C(O)CNC(=S)N(Cc1ccccc1)Cc1cccnc1,1,0.2,101,7,-13,-1,-2,1,-1.2,-10
CC1(C)CC2CC(C)(CN2C(=O)COc2cccc3ccccc23)C1 (stereo unspecified),-3,0.1,99,7,7,8,0,1,0.0,-5
CCC1CCC(C(=O)NNC(=O)OC)CC1 (stereo unspecified),2,-0.1,104,15,-15,-14,7,-1,-1.2,-10
O=C(CNC(=O)c1cccc(Br)c1)N/N=C/c1cccs1,6,-0.1,100,-6,-3,-1,-1,0,0.3,1
Cc1nc2ccccc2c(=O)n1-c1ccc(NS(=O)(=O)c2ccccc2)cc1,-5,-0.1,99,2,0,-13,9,-3,-0.8,1
COCC(=O)n1nc(-c2ccc(C)cc2)nc1NCc1ccc(F)cc1,-5,0.2,94,1,7,-5,0,4,-2.0,-7
CCCc1cc(=O)[nH]c(SCC(=O)N2CCOCC2)n1,0,0.0,92,4,0,11,-2,1,-1.1,-2
O=C(CCN1CCN(c2ccccc2)CC1)N/N=C/c1ccc([N+](=O)[O-])o1,-1,1.7,96,-16,1,-8,-3,15,-3.0,0
COc1cc(NC(=O)CC(C)S(=O)(=O)c2cc3c(cc2C)NC(=O)CO3)cc(OC)c1OC (stereo unspecified),1,-0.1,101,-1,10,-1,5,2,-3.7,-1
CS(=O)(=O)N(CC(=O)N1CCCC1)Cc1ccccc1,0,0.2,101,21,1,-1,-5,3,-3.4,3

# (continued)
SMILES,ABHD5 PLIN5 PPI,aDG glyco act,ABCB6 inh 2,MC4R antagonist,TLR9-MyD88 inh,Vif imaging,Granule exo inh,Glyco luc inh,MC4R ag barr,NOD2-RIPK2 inh
CCc1ccc2nc(NC(=O)CN3C(=O)NC4(CCCC4)C3=O)sc2c1,-8,0.1,97,-1,6,-26,10,-1,-2.4,-2
COc1ccccc1N(Cc1ccccc1)S(=O)(=O)c1cccc(C(=O)Nc2cccc(C)n2)c1,0,0.3,94,9,4,-8,2,-14,-2.4,-19
O=C(NCc1ccccc1)C1Cc2c(-c3ccc4c(c3)OCO4)ccnc2O1 (stereo unspecified),9,-0.3,102,-15,/,21,12,13,-1.8,14
CCCc1n(CC(O)COCC2CC=CCC2)c2ccccc2[n+]1C (stereo unspecified),1,-0.4,98,21,2,-4,5,0,0.6,4
O=C(O)c1ccc(NCc2nc3ccccc3n2Cc2ccccc2)cc1,3,0.0,96,7,-7,4,5,1,0.2,-11
C[C@H]1CN([C@@H](C)CO)C(=O)CCCn2cc(nn2)CO[C@@H]1CN(C)C(=O)c1cc(-c2ccccc2)on1,5,0.5,97,2,-2,0,-7,-1,-0.1,6
COCCN(CCOC)S(=O)(=O)c1ccc(C(=O)Nc2nc(-c3ccccc3)c(C(=O)c3ccccc3)s2)cc1,2,0.0,96,5,-1,-6,4,-1,-1.6,-2
Cc1ccc(N(Cc2cc3ccccc3[nH]c2=O)S(C)(=O)=O)cc1,-1,0.1,100,5,1,-1,-3,0,-0.9,0
Cc1csc(NC(=O)CSc2nnc(CCNC(=O)c3cccs3)n2C)n1,-4,0.0,102,0,6,-4,1,2,-0.4,-6
COc1ccc(CCN=C(C)C2=C(O)C(c3ccccc3)OC2=O)cc1OC (stereo unspecified),4,-0.7,96,19,-4,2,-1,-5,-1.3,6
CC(C#N)Sc1ccc(S(=O)(=O)N(C)C2CCCCC2)cn1 (stereo unspecified),-4,-0.2,95,1,-7,-4,8,2,-0.4,-9
Cc1ccc(C)c(-n2c(CNc3ccc(F)cc3)nnc2SCC(N)=O)c1,-6,0.0,101,7,6,-5,-2,1,0.0,-4
CCN(CC)CCCNC(=O)CSc1nc2c(c(C(F)(F)F)n1)CCc1ccccc1-2,3,0.5,97,1,5,8,0,-2,-0.6,8
CC(C)c1ccc2[nH]c3nc(SCC(=O)NC4CC4)nnc3c2c1,6,-0.2,97,2,-3,7,-1,4,1.6,-3
CCc1ccc(C(=O)COC(=O)C2CCN(c3ccc(C(F)(F)F)cn3)CC2)cc1,-1,0.0,91,-2,7,12,-3,-1,0.6,0
CCOc1cccc(CNCCCSc2ncccn2)c1,4,0.1,98,-1,5,3,-5,-2,2.5,8
O=C(CC1CCCC1)Nc1nc2ccccc2[nH]1,-2,-0.2,90,7,7,13,-2,-3,-3.4,-1
COc1cc(C2/C(=C(/O)c3ccccc3)C(=O)C(=O)N2c2ccccn2)ccc1O (stereo unspecified),1,-0.3,98,-1,/,0,5,0,-1.9,-11
CC(=O)N(Cc1ccco1)C1(C(=O)NC2CCCC2)CCCCC1,-6,0.1,95,-2,1,-2,9,0,-2.8,7
CCOCCCN(C(=O)CCC(=O)Nc1cc(C)on1)C(C(=O)NC(C)(C)C)c1ccccc1Cl (stereo unspecified),-11,-0.1,98,0,-3,31,2,-1,-1.6,-4
O=C(CCN1CCN(c2ccccc2)CC1)NNC(=O)Cc1ccc(Br)cc1,-3,-0.1,98,2,-2,4,0,0,2.3,-7
S=C(Nc1ccc2c(c1)OCO2)Nc1ccc2c(c1)OCO2,-15,0.3,86,-1,-6,-5,-2,4,-1.2,-2
Cc1ccc(NC(=O)C(=O)NN)cc1,6,0.0,98,-3,3,-1,3,-1,0.8,6
O=C(CSc1nc2ccccc2s1)NNC(=S)Nc1ccccc1,-4,-0.1,100,-3,-20,1,-3,6,-2.6,-5
CCCCc1c(O)n2c(nc3ccccc32)[nH]c1=O,2,-0.1,100,6,-6,/,-1,0,-1.0,4

# Looked up by structure from the entries so far (4):
SMILES,ABHD5 PLIN5 PPI,aDG glyco act,ABCB6 inh 2,MC4R antagonist,TLR9-MyD88 inh,Vif imaging,Granule exo inh,Glyco luc inh,MC4R ag barr,NOD2-RIPK2 inh
Cc1nc2ccccc2c(=O)n1-c1ccc(NS(=O)(=O)c2ccccc2)cc1,-5,-0.1,99,2,0,-13,9,-3,-0.8,1
O=C(O)c1ccc(NCc2nc3ccccc3n2Cc2ccccc2)cc1,3,0.0,96,7,-7,4,5,1,0.2,-11
CCCc1n(CC(O)COCC2CC=CCC2)c2ccccc2[n+]1C (stereo unspecified),1,-0.4,98,21,2,-4,5,0,0.6,4
O=C(Nc1ccccc1)c1ccc(NC2CCCCC2)c(S(=O)(=O)N2CCOCC2)c1,2,0.6,89,12,-14,-5,-2,8,0.0,1

# Some of these compounds in order of molecular weight, ascending.
SMILES,ABHD5 PLIN5 PPI,aDG glyco act,ABCB6 inh 2,MC4R antagonist,TLR9-MyD88 inh,Vif imaging,Granule exo inh,Glyco luc inh,MC4R ag barr,NOD2-RIPK2 inh
CC(C#N)Sc1ccc(S(=O)(=O)N(C)C2CCCCC2)cn1 (stereo unspecified),-4,-0.2,95,1,-7,-4,8,2,-0.4,-9
O=C(NCc1ccccc1)C1Cc2c(-c3ccc4c(c3)OCO4)ccnc2O1 (stereo unspecified),9,-0.3,102,-15,/,21,12,13,-1.8,14
Cc1ccc(C)c(-n2c(CNc3ccc(F)cc3)nnc2SCC(N)=O)c1,-6,0.0,101,7,6,-5,-2,1,0.0,-4

# The results go on:
SMILES,ABHD5 PLIN5 PPI,aDG glyco act,ABCB6 inh 2,MC4R antagonist,TLR9-MyD88 inh,Vif imaging,Granule exo inh,Glyco luc inh,MC4R ag barr,NOD2-RIPK2 inh
CCN(CC)c1ccc(C(=O)OCC(=O)NC(C)(C)C)cc1,1,0.1,94,10,-9,2,-2,0,-2.6,2
CCc1ccc(C2=CC(c3cc(Br)ccc3F)n3ncnc3N2)cc1 (stereo unspecified),6,0.0,99,-1,29*,7,7,0,1.1,38*
CC1CN(C(=O)COC(=O)c2cccc(S(=O)(=O)N3CCc4ccccc43)c2)CC(C)O1 (stereo unspecified),-4,-0.1,100,3,5,21,-7,0,-2.6,-1
COc1ccc(NC(=O)CN2c3cccc4cccc(c34)S2(=O)=O)c(OC)c1,7,0.2,105,2,2,-4,1,3,-1.2,5
CCOc1ccc(OCCSc2nc(-c3ccccc3)cc(=O)[nH]2)cc1,5,0.5,95,-11,10,8,-1,1,0.9,-10
S=c1[nH]nc(Cn2nnc3ccccc32)n1-c1ccc(Cl)cc1,0,-0.2,87,0,1,-12,-4,2,-2.9,-15

# Another view of 2 compounds above:
smiles	ABHD5 PLIN5 PPI	aDG glyco act	ABCB6 inh 2	MC4R antagonist	TLR9-MyD88 inh	Vif imaging	Granule exo inh	Glyco luc inh	MC4R ag barr	NOD2-RIPK2 inh
CCc1ccc(C2=CC(c3cc(Br)ccc3F)n3ncnc3N2)cc1 (stereo unspecified)	6	0.0	99	-1	29*	7	7	0	1.1	38*
CC1CN(C(=O)COC(=O)c2cccc(S(=O)(=O)N3CCc4ccccc43)c2)CC(C)O1 (stereo unspecified)	-4	-0.1	100	3	5	21	-7	0	-2.6	-1
